Screening data: PubChem, National Center for Advancing Translational Sciences (NCATS)
Tb PYK inh – inhibitors of Trypanosoma brucei pyruvate kinase; actives 0.12% (n = 410,000); TbPYK enzyme, Kinase-Glo Plus ATP luminescence, 45 min; Potency, µM (highest dose often 76.8 µM), without a hit: at the highest dose activity, negative = inhibition, usual class: inhibitors; AID 624173; Q57TT1; also: potency is read from the fitted curve at half-maximal effect; nearly all actives have a fitted effect of over 50% in size
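ADP (130 uM final) triggers the TbPYK reaction after compound addition; incubation is 45 min at room temperature. Kinase-Glo Plus is then added and luminescence imaged. Normalized data are fitted to concentration-effect curves.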
AMA1-RON2 inh – AMA1-RON2 (P. falciparum) interaction inhibition | AlphaScreen AMA1-biotinylated RON2 peptide binding | Potency, µM (series often up to 58.2 µM), without a hit: at the top dose activity change, negative = inhibition, usual class: inhibitors | actives 0.2% (n = 360,000) | AID 720542;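 also: potency is read from the fitted curve at half-maximal effect; 0% = vehicle wells and -100% = peptide control; nearly all actives have a fitted effect of over 45% in size; some results filed as inactive show a strong effect at the top dose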
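AMA1 (3D7) with his tag at 25 nM final met compounds first, then biotinylated RON2 peptide at 25 nM; detection used donor plus acceptor beads, 10 µg/mL apiece, read by AlphaScreen after 30 min at room temperature.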
AmpC inh no detg – blocks E. coli AmpC beta-lactamase in detergent-free assay | P00811 | AmpC nitrocefin hydrolysis, absorbance 480 nm, 0.0001% Triton | Potency, µM (top dose mostly 57.1 µM), for inactives: at the top dose activity change, negative = inhibition, most hits filed as inhibitors | actives 0.52% (n = 330,000);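 also: potency is read from the fitted curve at half-maximal effect; plate controls were no compound for no effect and no enzyme for full effect; nearly all actives have a fitted effect of over 20% in size; some results filed as inactive show a strong effect at the top dose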
Target sequence (P00811 whole entry, looked up): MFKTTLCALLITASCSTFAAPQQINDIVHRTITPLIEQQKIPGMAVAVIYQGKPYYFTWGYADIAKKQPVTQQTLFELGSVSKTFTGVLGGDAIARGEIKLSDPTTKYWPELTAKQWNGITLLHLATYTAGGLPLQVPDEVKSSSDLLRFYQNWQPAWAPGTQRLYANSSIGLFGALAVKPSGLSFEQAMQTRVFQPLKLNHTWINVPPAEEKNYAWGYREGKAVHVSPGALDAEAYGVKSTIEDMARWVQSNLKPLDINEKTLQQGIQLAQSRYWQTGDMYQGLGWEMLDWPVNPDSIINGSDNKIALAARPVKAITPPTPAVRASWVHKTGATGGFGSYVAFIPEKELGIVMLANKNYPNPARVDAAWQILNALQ
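AmpC (5.3 nM in the dispensed reagent) in 20 mM phosphate pH 7.0 with 0.01% (detergent screen) or 0.0001% Triton X-100 was preincubated with compounds for 15 min at room temperature. Nitrocefin was then added from an 800 uM solution, and hydrolysis was followed at 480 nm.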
LmPK inh – LmPK (Leishmania mexicana) enzyme inhibition; Potency, µM (doses to about 57.5 µM), inactives show top-dose activity change, negative = inhibition, most hits filed as inhibitors; actives 0.37% (n = 290,000); purified LmPK, Kinase-Glo ATP luminescence, 1 h; also: potency is read from the fitted curve at half-maximal effect
Target sequence (Q27686 whole entry, looked up): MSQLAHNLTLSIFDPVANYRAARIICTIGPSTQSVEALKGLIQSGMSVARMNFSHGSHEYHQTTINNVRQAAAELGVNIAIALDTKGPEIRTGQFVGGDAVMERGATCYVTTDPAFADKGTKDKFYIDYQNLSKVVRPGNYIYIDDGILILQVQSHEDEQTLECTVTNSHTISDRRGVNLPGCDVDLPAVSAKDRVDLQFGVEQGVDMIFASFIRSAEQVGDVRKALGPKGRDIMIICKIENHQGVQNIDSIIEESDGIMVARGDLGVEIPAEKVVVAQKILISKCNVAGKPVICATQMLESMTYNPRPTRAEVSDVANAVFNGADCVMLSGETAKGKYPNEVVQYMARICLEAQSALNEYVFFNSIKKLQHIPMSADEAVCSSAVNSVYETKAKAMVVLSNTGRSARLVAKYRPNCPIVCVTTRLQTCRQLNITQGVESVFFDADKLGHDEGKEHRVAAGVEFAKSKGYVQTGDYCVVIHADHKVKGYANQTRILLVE
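Screened at intermediate enzyme activity to detect both inhibitors and activators: LmPK at 0.1 nM, with a 0.5 nM enzyme column as activation reference. PEP 0.5 mM, ADP 0.1 mM; ATP detected by luminescence after 1 h.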
AmpC inh detg – blocks E. coli AmpC beta-lactamase in detergent assay. AID 485294. actives 0.041% (n = 370,000). Potency, µM (titrated, usually from 114 µM), inactives show at the highest dose activity change, negative = inhibition, actives largely listed as inhibitors. AmpC hydrolysis of nitrocefin, absorbance 480 nm, 0.01% Triton. P00811;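 also: potency is read from the fitted curve at half-maximal effect; 0% = no-compound wells and -100% = no-enzyme wells; nearly all actives have a fitted effect of over 25% in size; some results filed as inactive show a strong effect at the top dose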
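20 mM phosphate pH 7.0 + 0.01% (detergent screen) or 0.0001% Triton X-100; 5.3 nM AmpC reagent; cpd preinc 15 min RT; nitrocefin (800 uM stock) to start; A480 q20 s × 4 min; Activity was normalised to no-enzyme and no-compound control wells.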
Sm TGR block – blocks Schistosoma mansoni thioredoxin glutathione reductase | Q962Y6 | purified TGR, DTNB reduction, TNB absorbance 405 nm | Potency, µM (series often up to 114 µM), for the others: at the top dose activity change, negative = inhibition, usual class: inhibitors | actives 3% (n = 360,000) | AID 485364; also: potency is read from the fitted curve at half-maximal effect; nearly all actives have a fitted effect of over 60% in size
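TGR 20 nM + NADPH 100 uM (dispensed conc.), cpd preinc 15 min RT; start with NADPH (500 uM addition) then DTNB (15 mM addition). Kinetic TNB absorbance, 405 nm filter. Four-parameter Hill fit across titration.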
HCMV inh – human cytomegalovirus inhibition; HFF cells, HCMV-luciferase reporter, 72 h; stronger effect = lower value; activity change, negative = inhibition, % at 57.5 µM; actives 4.5% (n = 410,000); in the data active = activity change below about -60%; inconclusive = no clear call, values can overlap the other calls; inactive = above about -39%
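Luciferase read-out from HCMV-luciferase-infected HFFs (MOI 1 PFU/cell) 72 h post infection at 37C; compounds added after 16 h cell attachment; activity normalized between buffer-only basal and Salinomycin (10uM) inhibitor controls.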
Active calls of the source: *; ? = inconclusive; / = not tested or not shown; [ ] = another dose, or the depositor's remark. Unless noted, calls follow the shape of the dose curve; as a rule, active = well fitted curve in the direction sought with a large enough effect; inconclusive = small, poorly fitted or top-dose-only effect, or another doubt; inactive = no such curve, though single readings can be large; an effect the other way counts as inactive or inconclusive. Unless noted, % is scaled to controls: 0 for no effect and ±100 for the full control effect.

SMILES	Tb PYK inh	AMA1-RON2 inh	AmpC inh no detg	LmPK inh	AmpC inh detg	Sm TGR block	HCMV inh
COc1ccc2nc(C(F)(F)Cl)c(C#N)c(N)c2c1	-3%	-6%	-25%	2%	7%	9%	-88*
Cc1cccc(N2CCN(C(=O)c3cc4ccccc4oc3=O)CC2)c1C	0%	-6%	?	-2%	-14%	-32%	?
O=C(O)CCC(=NNC(=O)c1cccc(S(=O)(=O)N2CCCCC2)c1)c1ccccc1	2%	32%[activator]	-40%	/	/	/	0
CCOc1ccc(-c2cc(CCCC(=O)Nc3cccc(OC)c3)no2)cc1	2%	-4%	-35%	7%	?	-9%	?
C=CCC1(CC=C)CCCN1C(=O)c1cc(COc2ccc(-n3cncn3)cc2)on1	1%	-4%	84%[activator]	-1%	-8%	-19%	-88*
CC(c1ccccc1)N1C(=O)c2ccc(C(=O)Nc3ccccc3C(=O)O)cc2C1=O (stereo not given)	-2%	-2%	-37%	-11%	-1%	0%	-80*
Cc1nc(C)c(CCNS(=O)(=O)c2ccc(F)cc2)s1	6%	/	/	/	-10%	46%[activator]	-15
CC(C)(C)OC(=O)N1CCC(NC(=O)c2[nH]cnc2C(=O)Nc2ccc(Cl)cc2)CC1	2%	52%	-16%	/	7%	3%	?
CN(Cc1ccccc1)S(=O)(=O)c1nnc(NC(=O)c2ccccc2Cl)s1	6%	/	/	/	13%	7%	32
Cc1cccc(C)c1OCC(=O)NCc1ccccc1	2%	21%	-5%	3%	2%	-6%	19
CC(=O)NC(=O)c1ccc(-c2ccc(Cl)cc2)o1	7%	-9%	-7%	-11%	-1%	-5%	62
CC(Sc1nc(-c2ccccc2)cc(C(F)(F)F)n1)C(=O)NCCN1CCOCC1 (stereo not given)	9%	15%	37%	1%	?	-36%	8
O=C1/C(=C/c2cccs2)SC(=S)N1CCC(=O)N1CCCCC1CCO (stereo not given)	6%	3%	153%[activator]	4%	-2%	0%	-96*
Cc1ccc(-n2nnnc2-c2cccc(C)c2)cc1	2%	3%	-7%	10%	4%	48%[activator]	-26
CN(c1ccccc1)S(=O)(=O)c1cccc(NC(=O)c2ccc(Cl)c([N+](=O)[O-])c2)c1	-2%	-8%[11.6 µM]	-29%	/	/	/	-3
O=C(Nc1ccccn1)C1CCN(S(=O)(=O)c2cccc3nonc23)CC1	1%	-4%	-16%	0%	?	0%	?
COc1ccc(N2CCN(C(=O)c3ccc4nc(N5CCC(C)CC5)sc4c3)CC2)cc1	-2%	/	/	/	1%	-7%	21
CC(OC(=O)c1ccccc1NCc1ccco1)C(=O)Nc1ncc(Cl)cc1Cl (stereo not given)	-3%	9%	-33%	3%	?	-35%	-17
CCN(C1CCCCC1)S(=O)(=O)c1ccc(OC)c(C)c1	5%	8%	-20%	-5%	-1%	-1%	-16
CS(=O)(=O)c1ccc(C(=O)Nc2ccc(N3CCCCC3)cc2)c(Cl)c1	-5%	-4%	1%	0%	-4%	-8%	-11
Cc1cc(-c2ccc(NC(=O)[C@@H]3CCCC[C@@H]3C(=O)O)c(C)c2)ccc1NC(=O)[C@@H]1CCCC[C@@H]1C(=O)O	3%	13%	3%	0%	1%	/	-40
COc1cc(/C=C2/SC(=S)N(CC(=O)O)C2=O)ccc1OC(=O)c1ccco1	-13%	6%	-13%	-9%	-11%	8%	-11
Cc1cc(C)nc(NC2=NC3CCCCC3N2)n1 (stereo not given)	0%	8%	-14%	-10%	10%	6%	-38
CC(=O)c1ccc(OCc2nnn(CC(=O)NS(=O)(=O)Cc3ccccc3)c2-c2ccccc2)cc1	-2%	-5%	/	/	/	/	-4
CCCN1CCN(S(=O)(=O)c2ccc3c(c2)NC(=O)C(C)S3)CC1 (stereo not given)	0%	8%	0%	-3%	3%	-1%	0

Four compounds from above, showing only HCMV inh, Tb PYK inh and AmpC inh no detg:
mol | HCMV inh | Tb PYK inh | AmpC inh no detg
O=C(O)CCC(=NNC(=O)c1cccc(S(=O)(=O)N2CCCCC2)c1)c1ccccc1 | 0 | 2% | -40%
CCN(C1CCCCC1)S(=O)(=O)c1ccc(OC)c(C)c1 | -16 | 5% | -20%
CCOc1ccc(-c2cc(CCCC(=O)Nc3cccc(OC)c3)no2)cc1 | ? | 2% | -35%
CC(Sc1nc(-c2ccccc2)cc(C(F)(F)F)n1)C(=O)NCCN1CCOCC1 (stereo not given) | 8 | 9% | 37%

Returning to the listing with the 6 entries that preceded the break.
SMILES	Tb PYK inh	AMA1-RON2 inh	AmpC inh no detg	LmPK inh	AmpC inh detg	Sm TGR block	HCMV inh
CS(=O)(=O)c1ccc(C(=O)Nc2ccc(N3CCCCC3)cc2)c(Cl)c1	-5%	-4%	1%	0%	-4%	-8%	-11
Cc1cc(-c2ccc(NC(=O)[C@@H]3CCCC[C@@H]3C(=O)O)c(C)c2)ccc1NC(=O)[C@@H]1CCCC[C@@H]1C(=O)O	3%	13%	3%	0%	1%	/	-40
COc1cc(/C=C2/SC(=S)N(CC(=O)O)C2=O)ccc1OC(=O)c1ccco1	-13%	6%	-13%	-9%	-11%	8%	-11
Cc1cc(C)nc(NC2=NC3CCCCC3N2)n1 (stereo not given)	0%	8%	-14%	-10%	10%	6%	-38
CC(=O)c1ccc(OCc2nnn(CC(=O)NS(=O)(=O)Cc3ccccc3)c2-c2ccccc2)cc1	-2%	-5%	/	/	/	/	-4
CCCN1CCN(S(=O)(=O)c2ccc3c(c2)NC(=O)C(C)S3)CC1 (stereo not given)	0%	8%	0%	-3%	3%	-1%	0
CCc1ccccc1N(CC(=O)NCc1ccco1)C(=O)CCC(=O)Nc1ccccn1	-9%	-6%	3%	-3%	0%	17%	-3
Nc1nc(NCC2CCCO2)nc(Nc2ccc(F)cc2)c1[N+](=O)[O-] (stereo not given)	-3%	-6%	-8%	-3%	1%	-4%	-39
CC1CCN(CC(=O)NCCc2ccc(F)cc2)CC1	-2%	-13%	-5%	-9%	1%	0%	1
Cc1nn2c(=O)cc(COC(=O)c3cccc(NC(=O)COc4ccccc4Cl)c3)nc2s1	-8%	/	/	/	-8%	-12%	14
Cc1cccc(CN2C(=O)c3ccccc3S(=O)(=O)c3ccc(C(=O)NCCCN4CCCC4)cc32)c1	1%	-11%	118%[activator]	3%	1%	-3%	0
CCN(CC(=O)Nc1c(F)cccc1F)C(=O)CNC(=O)c1cccc(C)c1	12%	4%	-13%	-3%	1%	-6%	3
c1ccc(-c2nc(-c3ccccn3)no2)cc1	?	8%	-9%	3.5µM*	-6%	-1%	-18
Nc1c(C(=O)NCc2ccccc2)nnn1Cc1ccc(F)cc1	4%	15%	-9%	1%	-17%	4%	1
Cc1cccc(-n2c(SCc3ccc(C#N)cc3)nnc2-c2c[nH]c3ccccc23)c1	8%	5%	-17%	0%	1%	-5%	?
Cc1ccc(S(=O)(=O)N2CCN(C(=O)c3cc4c(s3)CCC(C)C4)CC2)cc1 (stereo not given)	3%	-12%	0%	/	?	2%	-16
O=C(Nc1cccc(Cl)c1)N1CCN(C2c3ccccc3-c3ccccc32)CC1	0%	-7%	-37%	5%	11%	-21%	17
Cc1ccc(OCCSc2nc3ccc(NC(=O)c4ccc(F)cc4)cc3s2)cc1	1%	/	/	/	20%	-4%	3
COc1ccccc1C(=O)NCCN=C1NS(=O)(=O)c2ccccc21	-2%	-8%	-23%	-1%	-4%	-4%	-10
CCCCC(=O)OC1=C(C(C)=O)N(Cc2ccccc2)S(=O)(=O)c2ccccc21	-6%	/	/	/	1%	-23%	4
O=C(NC(C(=O)N/N=C/c1cccnc1)c1n[nH]c(=O)c2ccccc12)c1ccccc1 (stereo not given)	1%	3%	-18%	2%	-6%	10%	92
C=C1CC2C(=O)N(Cc3cc(OC)ccc3OC)C(C(=O)OCC)(C(=O)OCC)C1N2C(=O)OC(C)(C)C (stereo not given)	5%	-7%	/	/	/	/	-9
COc1ccccc1C(=O)Nc1c(C(=O)Nc2cc(Cl)ccc2C)sc2nc(C)cc(C)c12	5%	/	/	/	1%	1%	-102*
